From PubChem
GluA2 TARP mod: modulators of AMPA receptor GluA2-stargazin complexes; calls only at 30 µM; 3.5% of 40,000 active; HEK293 GluA2+stargazin, membrane potential dye (FDSS), glutamate EC50; hits were called plate by plate, in both directions;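 active means any of four per-well response measures lying three or more SD from its plate-wide compound average, in either direction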
Target sequence (O88602 whole entry, looked up): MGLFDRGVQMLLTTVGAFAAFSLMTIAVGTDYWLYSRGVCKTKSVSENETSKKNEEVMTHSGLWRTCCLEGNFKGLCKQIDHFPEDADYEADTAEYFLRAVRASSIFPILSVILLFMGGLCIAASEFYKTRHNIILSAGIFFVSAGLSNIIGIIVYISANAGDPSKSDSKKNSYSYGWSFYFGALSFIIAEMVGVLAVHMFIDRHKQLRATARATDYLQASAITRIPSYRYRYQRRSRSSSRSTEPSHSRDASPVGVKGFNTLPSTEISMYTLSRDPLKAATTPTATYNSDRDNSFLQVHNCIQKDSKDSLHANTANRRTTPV
Target sequence (P19491 whole entry, looked up): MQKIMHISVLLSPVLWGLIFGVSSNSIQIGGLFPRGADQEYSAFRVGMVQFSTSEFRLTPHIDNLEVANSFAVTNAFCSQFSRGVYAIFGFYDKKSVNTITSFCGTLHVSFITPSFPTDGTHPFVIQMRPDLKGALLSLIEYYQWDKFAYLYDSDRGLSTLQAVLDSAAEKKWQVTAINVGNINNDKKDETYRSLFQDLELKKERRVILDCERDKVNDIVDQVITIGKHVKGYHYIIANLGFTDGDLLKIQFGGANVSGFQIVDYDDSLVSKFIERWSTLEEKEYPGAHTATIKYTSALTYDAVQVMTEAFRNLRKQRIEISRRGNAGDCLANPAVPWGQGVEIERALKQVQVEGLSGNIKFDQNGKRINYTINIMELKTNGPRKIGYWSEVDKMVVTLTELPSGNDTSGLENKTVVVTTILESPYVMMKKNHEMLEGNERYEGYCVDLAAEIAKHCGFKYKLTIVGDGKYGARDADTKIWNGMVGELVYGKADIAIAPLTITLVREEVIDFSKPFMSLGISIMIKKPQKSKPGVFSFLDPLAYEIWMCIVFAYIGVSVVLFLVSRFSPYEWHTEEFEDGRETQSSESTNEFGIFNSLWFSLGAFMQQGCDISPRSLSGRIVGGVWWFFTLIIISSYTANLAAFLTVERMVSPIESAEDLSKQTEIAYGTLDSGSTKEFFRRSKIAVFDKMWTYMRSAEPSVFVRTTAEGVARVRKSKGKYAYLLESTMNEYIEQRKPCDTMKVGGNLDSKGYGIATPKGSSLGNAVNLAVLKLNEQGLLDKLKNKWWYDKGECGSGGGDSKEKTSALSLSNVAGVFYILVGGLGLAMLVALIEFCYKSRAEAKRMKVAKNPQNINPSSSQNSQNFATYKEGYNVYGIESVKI
GluA2 TARP mod agonism max-min: further read-out of GluA2 TARP mod, marked with its call; compound max-min signal; compound-alone response (agonism);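 unitless range of fluorescence divided by baseline over first 100 seconds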
GluA2 TARP mod glutamate slope: second read-out of GluA2 TARP mod, no call of its own (marks repeat the call); glutamate slope, % of max; measured here: glutamate response slope, % max;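 scaled per plate between vehicle wells and maximal 1 mM glutamate control wells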
* marks the source's active call; other numbers are inactive results; i = inactive; + = active, no number.

SMILES	GluA2 TARP mod	GluA2 TARP mod agonism max-min	GluA2 TARP mod glutamate slope
COc1ccc(-c2csc(-n3nc(C)cc3NC(=O)Cc3cccs3)n2)cc1OC	i	0.038	28
COc1ccc(Cl)cc1S(=O)(=O)NCC1(O)CCCC1	i	0.13	71
Cc1oc2cc(OCc3c(F)c(F)c(F)c(F)c3F)ccc2c(=O)c1Oc1ccccc1	i	0.11	67
COc1ccccc1OCC(=O)Nc1ccc2c(c1)N(C(=O)C1CC1)CC2	i	0.16	59
COc1nn(C)cc1C(=O)N1CCCC(c2nn(C)c(=O)n2-c2ccccc2)C1 (configuration not stated)	i	0.12	62
C=CCNc1oc(-c2cccs2)nc1S(=O)(=O)c1ccccc1	i	0.12	61
Cn1nc(C2CCCN(C(=O)c3ccsc3)C2)n(-c2ccccc2)c1=O (configuration not stated)	i	0.14	43
COc1ccc(-n2nnc3c(N4CCN(C(=O)c5cccc(Br)c5)CC4)ncnc32)cc1	i	0.11	61
COc1cc(/C=C2\Oc3cc(OCC(=O)OC(C)C)ccc3C2=O)cc(OC)c1OC	i	0.059	64
COc1ccc(-c2nnc3n(CCCc4ccccc4)c4c(=O)n(C)c(=O)n(C)c4n23)cc1	i	0.094	67
COc1ccc(S(=O)(=O)CCC(=O)Nc2ccc3sc(C)nc3c2)cc1	i	0.092	65
O=C(COc1ccccc1)NCCn1ncc2c(N3CCCCCC3)ncnc21	i	0.058	44
O=C(NCc1n[nH]c(=O)c2ccccc12)c1ccc(Br)o1	i	0.095	41
O=C(CCc1csc(NS(=O)(=O)c2ccc(F)cc2)n1)NCc1ccco1	i	0.079	54
C=C(C)Cn1c(=O)c2c(nc3n(-c4ccccc4OC)c(-c4ccccc4)cn23)n(C)c1=O	i	0.077	65
Cn1nc(NC(=O)c2cccc3ccccc23)c2c1NC(=O)CC2c1cccs1 (configuration not stated)	i	0.12	64
O=C(NCCC1=CCCCC1)c1ccc(N2CCCCS2(=O)=O)cc1	i	0.084	58
COC(=O)c1sccc1S(=O)(=O)N(CC(=O)Nc1ccc(C)c(F)c1)c1ccccc1	i	0.028	35
O=C(c1cc2ccccc2o1)N1CCN(Cc2nnnn2-c2ccc(F)c(F)c2)CC1	i	0.11	54
C=CCn1c(=O)c2c(nc3n(-c4cc(C)ccc4OC)c(-c4ccccc4)cn23)n(C)c1=O	i	0.088	7
O=C(Cc1ccc(NS(=O)(=O)c2ccc(Cl)s2)cc1)NCc1cccs1	i	0.12	41
Cc1ccc(NS(=O)(=O)c2ccc3c(c2)OCCO3)cc1N1CCCC1=O	i	0.088	39
Cc1ccccc1OCC(=O)N1CCC(CN2CCN(C)CC2C)CC1 (configuration not stated)	i	0.054	55
O=C(NCC(c1ccco1)N1CCOCC1)c1cc2ccccc2o1 (configuration not stated)	i	0.085	59
O=S(=O)(Nc1ccc(F)c(Cl)c1)c1cccc(F)c1	i	0.18	44
CN(c1ccccc1)S(=O)(=O)c1ccc(-c2ccc(S(=O)(=O)N(C)c3ccccc3)cc2)cc1	i	0.054	53
CCc1nc2c(c(=O)c3ccccc3n2C)c(=O)n1CCc1ccccc1	i	0.11	25
COc1ccc(C)cc1NC(=O)CN1CCN(CC(=O)Nc2ccccc2Cl)CC1	i	0.076	33
CCOC(=O)N1CCC(NC(=O)c2cccc(N3C(=O)C(C)CS3(=O)=O)c2)CC1 (configuration not stated)	i	0.15	76
CC(C)CNC(=O)c1ccc2c(=O)n(Cc3ccccc3)c(SCC#N)nc2c1	i	0.074	70

Structural class, those above with fluorine
SMILES	GluA2 TARP mod	GluA2 TARP mod agonism max-min	GluA2 TARP mod glutamate slope
Cc1oc2cc(OCc3c(F)c(F)c(F)c(F)c3F)ccc2c(=O)c1Oc1ccccc1	i	0.11	67
O=C(CCc1csc(NS(=O)(=O)c2ccc(F)cc2)n1)NCc1ccco1	i	0.079	54
COC(=O)c1sccc1S(=O)(=O)N(CC(=O)Nc1ccc(C)c(F)c1)c1ccccc1	i	0.028	35
O=C(c1cc2ccccc2o1)N1CCN(Cc2nnnn2-c2ccc(F)c(F)c2)CC1	i	0.11	54
O=S(=O)(Nc1ccc(F)c(Cl)c1)c1cccc(F)c1	i	0.18	44

(listing goes on)
SMILES	GluA2 TARP mod	GluA2 TARP mod agonism max-min	GluA2 TARP mod glutamate slope
COc1ccc2c(=O)c(Oc3ccc(C(=O)NC4CC4)cc3)coc2c1	i	0.054	34
CCOc1ccc2nc(N(Cc3ccncc3)C(=O)/C=C/c3cccc([N+](=O)[O-])c3)sc2c1	i	0.1	56
O=C(Nc1ccc(CC(=O)N2CCOCC2)cc1)c1ccco1	i	0.056	35
Cc1cc(C)c(S(=O)(=O)N2CCCc3ccccc32)c(C)c1	i	0.092	63
COCCNC(=O)Cc1ccc(NC(=O)C2CCCCC2)cc1	i	0.091	58
CC(=O)Nc1ccc(NC(=O)CCn2nc(C)cc2C)cc1	i	0.073	60
CCOC(=O)c1[nH]c2c(c1C)C(=O)CCC2	i	0.12	68
CC(=O)N1CCN(c2ccnc3c2c(=O)n(CC(=O)Nc2cccc(Cl)c2)c(=O)n3C)CC1	i	0.12	63
CCOC(=O)Cc1csc(NC(=S)NC(=O)C2CCCCC2)n1	i	0.073	55
COc1cccc(CCNC(=O)CCc2csc(NC(=O)c3ccc(F)cc3)n2)c1	i	0.12	59
CCOC(=O)Cn1c(=NC(=O)c2ccn(C)n2)sc2cc(S(C)(=O)=O)ccc21	i	0.078	60
NC(=O)CN1CCN(c2ccccc2F)CC1	i	0.075	37
COc1ccc(S(=O)(=O)Nc2ccc3c(c2)CCCN3S(=O)(=O)c2ccc(OC)cc2)cc1	i	0.11	68
O=C(CCCS(=O)(=O)c1ccccc1)Nc1nc2c(s1)COc1ccccc1-2	i	0.12	57
O=C(c1cnn(-c2ccccc2)n1)N1CCN(c2ccc(-c3ccco3)nn2)CC1	i	0.034	27
Cc1cc(C)n(-c2ccc(N3CCC(C(=O)Nc4cccc([N+](=O)[O-])c4)CC3)nn2)n1	i	0.093	52
Cc1cc(S(=O)(=O)Nc2ccc(N3CCCCC3=O)cc2)ccc1F	i	0.05	50
Cc1ccccc1NC(=O)N1CCN(c2nc3ccc(Cl)cc3s2)CC1	i	0.085	70
COc1ccc(-c2ccc(=O)n(CCCC(=O)Nc3ccc(OC(F)(F)F)cc3)n2)cc1	i	0.084	33
CSc1ncccc1C(=O)Nc1ccc(CC(=O)N2CCCC2)cc1	i	0.042	25
CCOc1ccc(OCCNC(=O)Cc2cccc3ccccc23)cc1	i	0.12	43
Cc1nc2ccccn2c(=O)c1NC(=O)Nc1cccs1	i	0.1	65
CCCNC(=O)Cn1nc2c(c1NC(=O)c1ccc(Cl)cc1Cl)CSC2	i	0.09	61
COc1ccc(CCC(=O)Nc2ccc3c(c2)CCCN3S(=O)(=O)c2ccc(OC)cc2)cc1	i	0.14	64
O=C(Cc1cccs1)NCc1ccsc1	i	0.085	45
COc1cc(Cl)c(C)cc1NC(=O)Oc1ccccc1	i	0.087	76
CC(O)(CNC(=O)c1ccccc1)c1ccc2c(c1)OCO2 (configuration not stated)	i	0.13	44
Cn1c2c(ccc1=O)C(O)CC(C)(C)C2 (configuration not stated)	i	0.026	35
COc1ccc(Cl)cc1C(=O)NCC#CCN1CCc2ccccc2C1	i	0.051	55
Cc1ccc(-c2ccc(N3CCN(C(=O)c4ccc(S(N)(=O)=O)cc4)CC3)nn2)cc1	i	0.09	56
COc1ccc(F)cc1S(=O)(=O)NCC(O)(c1ccccc1)C(F)(F)F (configuration not stated)	i	0.23	39
O=C(NCCN1CCC(c2cccs2)CC1)C(=O)Nc1cccc(N2CCCC2=O)c1	i	0.089	54
Cc1cc(NC(=O)CCS(=O)(=O)c2ccc(Cl)cc2)n(C(C)C)n1	i	0.078	51
O=C(NCc1ccco1)c1csc(NS(=O)(=O)c2cccs2)n1	i	0.077	55
Cc1ccc(NC(=O)C(=O)NCC(c2cccn2C)N(C)C)cc1C (configuration not stated)	i	0.056	56
Cc1ccc(NC(=O)Nc2c3ccccc3nc(=O)n2CC(C)C)cc1C	i	0.074	58
CCC(=O)Nc1ccc(S(=O)(=O)NCC2CCN(C)CC2)c(C)c1	i	0.096	69
COCCNC(=O)NCc1nn(C)c(=O)c2ccccc12	i	0.12	59
Cc1ccc(-c2noc(-c3cn(CC(=O)Nc4cc(C)cc(C)c4)c4nc(C)ccc4c3=O)n2)cc1	i	0.037	47
CCS(=O)(=O)N1CCN(c2ccc3nnc(C)n3n2)CC1	i	0.1	58
COc1ccc(C(CNC(=O)c2ccc(F)c(F)c2)N2CCOCC2)cc1 (configuration not stated)	i	0.067	42
COC(=O)N1CCC(CNC(=O)C(=O)Nc2cccc(OC)c2)CC1	i	0.11	63
O=C(NCCc1cccs1)c1ccc(N2CCOCC2)nn1	i	0.059	66
Cc1ccc2nc(N(CCN3CCOCC3)C(=O)c3ccc(S(=O)(=O)N(C)C)cc3)sc2c1	i	0.022	27
Cc1nc(Nc2ccc(NC(=O)c3cccc(Cl)c3)cc2)cc(-n2ccnc2)n1	i	0.093	54
CCCCOCC(O)CN1CC(C)CC(C)C1 (configuration not stated)	i	0.1	59
CCOC(=O)N1CCc2nc(NC(=O)CCCSc3ccc(F)cc3)sc2C1	i	0.087	82
O=C(COc1ccccc1)NCCCN1CCOC(c2ccccc2)C1 (configuration not stated)	i	0.051	38
CCn1ccnc1N1CCN(C(=O)CC(C)(C)C)CC1	i	0.069	63
O=C(CCc1ccccc1)NCCC(O)c1ccccc1 (configuration not stated)	+	0.07*	76*
O=C(Nc1ccc(C(F)(F)F)cc1)C1CCN(c2ccc(-c3cccs3)nn2)CC1	i	0.14	59
Cc1n[nH]c(C)c1S(=O)(=O)N1CCN(Cc2nc(-c3cccs3)cs2)CC1	i	0.13	46
COC(=O)C1=C(CS(=O)(=O)c2cccs2)NC(=O)NC1c1ccccc1 (configuration not stated)	i	0.072	58
CC1CCCCC1NC(=O)c1cc2c(ccc3ccccc32)oc1=O (configuration not stated)	i	0.066	55
COc1cc(/C=C2\SC(=S)N(c3cccc(F)c3)C2=O)cc(OC)c1OC	i	0.059	49
NC(N)=Nc1cccc(Cl)c1	i	0.078	-8
NC(=O)Cc1ccc(NS(=O)(=O)c2ccc(F)cc2)cc1	i	0.089	51
COc1ccccc1NC(=O)Nc1ccc2c(c1)CCCN2S(=O)(=O)c1ccccc1	i	0.11	8
O=C(c1ccno1)N1CCC2(CC1)OCCN2S(=O)(=O)c1cccs1	i	0.09	71
COc1ccc(CCNC(=O)c2cccc(Oc3ncccn3)c2)cc1OC	i	0.083	56
Other compounds follow:
SMILES	GluA2 TARP mod	GluA2 TARP mod agonism max-min	GluA2 TARP mod glutamate slope
CC1(c2ccccc2)NC(=O)NC1=O (configuration not stated)	i	0.11	71
CCOCCn1c(-n2nc(C)cc2C)nc2c1c(=O)[nH]c(=O)n2C	i	0.057	52
c1ccc(-c2nnc3c(n2)-c2cccc4cccc-3c24)nc1	i	0.1	45
Cc1nc2nc(C(=O)O)cc(C(C)(C)C)n2n1	i	0.12	59
CCn1ccnc1N1CCN(C(=O)c2ccc(-c3ccccc3)cc2)CC1	i	0.076	67
Cc1cc(CN2CCC(CNC(=O)C(=O)Nc3ccccc3Cl)CC2)c(C)o1	i	0.13	50
O=c1c2sccc2nc(SCc2nc(-c3ccc4c(c3)OCO4)no2)n1-c1ccccc1	i	0.074	68
COc1cc(S(=O)(=O)Nc2cccc(-c3cn4cccc(C)c4n3)c2)c(OC)cc1C	i	0.12	67
COc1ccc(CCNC(=O)CN2CCC(c3nnc(-c4ccco4)o3)CC2)cc1OC	i	0.08	57
Cc1cc(Cl)cc2sc(NC(=O)c3ccno3)nc12	i	0.13	43
COc1ccc(Cl)cc1NC(=O)CN1CCN(S(=O)(=O)c2ccc(C)cc2)CC1	i	0.097	70
CC(C)c1ccc(C2N3CC4(C)CN2CC(C)(C3)C4O)cc1 (configuration not stated)	i	0.046	40
COc1ccc(NC(=O)C(=O)NCC(c2ccc(C)cc2)N2CCOCC2)cc1Cl (configuration not stated)	i	0.042	37
Fc1ccc(CCNC(=S)Nc2ccc(Nc3ccccc3)cc2)cc1	i	0.096	49
CN(C)S(=O)(=O)c1ccc(C(=O)N2CCN(Cc3nc(-c4cccs4)cs3)CC2)cc1	i	0.12	60

Given in markdown: 6 of the compounds above.
| Molecule | GluA2 TARP mod | GluA2 TARP mod agonism max-min | GluA2 TARP mod glutamate slope |
| --- | --- | --- | --- |
| CCn1ccnc1N1CCN(C(=O)c2ccc(-c3ccccc3)cc2)CC1 | i | 0.076 | 67 |
| Cc1cc(CN2CCC(CNC(=O)C(=O)Nc3ccccc3Cl)CC2)c(C)o1 | i | 0.13 | 50 |
| O=c1c2sccc2nc(SCc2nc(-c3ccc4c(c3)OCO4)no2)n1-c1ccccc1 | i | 0.074 | 68 |
| COc1cc(S(=O)(=O)Nc2cccc(-c3cn4cccc(C)c4n3)c2)c(OC)cc1C | i | 0.12 | 67 |
| COc1ccc(CCNC(=O)CN2CCC(c3nnc(-c4ccco4)o3)CC2)cc1OC | i | 0.08 | 57 |
| Cc1cc(Cl)cc2sc(NC(=O)c3ccno3)nc12 | i | 0.13 | 43 |

Next compounds.
SMILES	GluA2 TARP mod	GluA2 TARP mod agonism max-min	GluA2 TARP mod glutamate slope
CCc1ccc(NC(=O)c2cc3ccccc3o/c2=N\OC(C)=O)cc1	i	0.1	60
Cc1cc(C(=O)Nc2cc(-c3cccs3)nn2CCO)c(C)o1	i	0.15	53
COc1ccc(S(=O)(=O)N2CCCOC2CNC(=O)C(=O)NCc2ccccc2C)cc1OC (configuration not stated)	i	0.11	51
O=C(NCc1ccccc1)NCC(O)c1ccc(C(F)(F)F)cc1 (configuration not stated)	i	0.18	43
COCCNC(=O)c1ccc2c(=O)n(CC(C)C)c(SCC(=O)c3ccc(F)cc3)nc2c1	i	0.07	48

Only part of the results is shown; rates above refer to the full screens.
